p53ts 39C tox – qHTS Screen for Compounds that Selectively Target Cancer Cells with p53 Mutations: Cytotoxicity of p53ts Cells at the Nonpermissive Temperature; Potency, µM (series often up to 46.1 µM), inactives show at the highest dose activity change, negative = cell killing, hits mostly cytotoxic; H1299-p53A138V viability at 39C, ATP luminescence, 24 h; 1.5% of 130,000 active; AID 902, 2007; further: nearly all actives have a fitted effect of over 55% in size
p53ts 32C tox – qHTS Screen for Compounds that Selectively Target Cancer Cells with p53 Mutations: Cytotoxicity of p53ts Cells at the Permissive Temperature | Potency, µM (titrated, usually from 46.1 µM), for the others: at the top dose activity change, negative = cytotoxicity, hits mostly cytotoxic | H1299-p53A138V at 32C, ATP luminescence viability, 24 h | 0.93% of 130,000 active;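 further: 0% = DMSO and -100% = full killing by reference compound; nearly all actives have a fitted effect of over 55% in size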
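ATP-content luminescence (ATPlite) read-out after 24 h compound exposure at 32C in H1299-p53A138V cells (600/well). Tested up to 46 uM. Normalized to DMSO (0%) and 100 uM tamoxifen (100% killing); Hill-fit AC50.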
IkB signaling – IkB Signaling. ABC-DLBCL IkBa-CBG/CBR dual luciferase ratio, 4 h; response scale: scaled: untreated 0%, proteasome inhibitor 100%. Potency, µM (top dose mostly 57.1 µM), without a hit: top-dose IkBa stabilization activation. 0.04% of 110,000 active; active means well fitted curve in the direction sought with a large enough effect in the signal ratio, not every such curve was filed as active; inconclusive means small, poorly fitted or top-dose-only effect, or a change in a side signal; the % refers to the signal ratio;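 further: the direction sought is a rising ratio; 0% = basal untreated cells and 100% = reference inhibitor full response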
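In this assay, an IκBα–CBG68 fusion accumulates when IKK-driven degradation is blocked; native CBR normalizes for cell number. OCI-Ly3 cells were treated 4 h with compound and doxycycline, then green and red light read after Chroma-Glo addition.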
Imprint erasure – qHTS Assay for Compounds that Induce Erasure of Genomic Imprints | mouse ES Peg3-LacZ reporter, beta-gal luminescence, 40 h | Potency, µM (doses to about 60.7 µM), for inactives: at the top dose activity change, positive = activation, hits mostly activators | 0.02% of 110,000 active | AID 1948, 2009;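 further: 0% = negative control wells on the plate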
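Imprint erasure is scored as LacZ activity from the silenced maternal Peg3 allele in feeder-free female ES cells cultured 40 h with LIF. Luminescence is normalized to in-plate negative controls and fitted to the Hill equation.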
Active calls of the source: *; u = inconclusive; x = no result given; & = joins results of further samples; [ ] = remark or other dose. Unless noted, the call rests on the fitted dose curve; in most records, active means well fitted curve in the direction sought with a large enough effect; inconclusive means small, poorly fitted or top-dose-only effect, or another doubt; inactive means no such curve, though single readings can be large; an effect the other way counts as inactive or inconclusive. Unless noted, on the % scale 0 is the no-effect control and ±100 the full control effect; potency means the concentration at half of the fitted maximal effect.

SMILES	p53ts 39C tox	p53ts 32C tox	IkB signaling	Imprint erasure
COc1cc(NC(=O)CN2c3ccccc3S(=O)(=O)c3ccccc32)cc(OC)c1	-16%	7%	u	-5%[10.9 µM]
Cc1cccc(N2CCN(S(=O)(=O)c3ccc4c(c3)n(C)c(=O)c(=O)n4C)CC2C)c1 (stereo not drawn)	-3%	0%	-0.2%	5%
Cn1cccc1C(=S)N1CCOCC1	12%	-8%	0.5%	-2%
COc1cccc(NS(=O)(=O)c2ccc3c(c2)CCCN3C(=O)C2CCC2)c1	u	0%	-0.1%	-11%[10.9 µM]
Cc1ccc(N2CCCn3c2cc(C)c(C#N)c3=O)cc1Cl	19%	0%	x	x
Cc1nc2ccc(NC(=O)c3ccc(S(=O)(=O)N4CCOCC4)cc3)cc2s1	-10%	8%	2.5%	-6%
COc1ccc(C(=O)c2cn(Cc3ccccc3F)c3cc4c(cc3c2=O)OCO4)cc1	2%	8%	-0.2%	15%[10.9 µM]
CCOC(=O)CN=C1CC(C)(C)CC2=C1Sc1ncnc(N(C)C)c1N2	-17%	-1%	-0.5%	-7%
Cc1cccc(CNC(=O)c2oc3c(c2C)-c2nn(Cc4ccccc4Cl)cc2CC3)c1	-3%	4%	u	-17%[10.9 µM]
COC(=O)C/C=C\[C@@H](C)[C@@H](/C=N\OC[C@@H](O)COCc1ccco1)NS(=O)(=O)c1ccc(C)cc1	0%[9.22 µM]	7%[9.22 µM]	x	x
Cc1nc(N2CCOCC2)c2nc(-c3ccccc3)n(CC3CCN(C)CC3)c2n1	3%	-13%	x	-4%
Cn1c(=O)c(-c2ccc(F)cc2)nc2cnc(N3CCOCC3)nc21	-6%	-6%	0.6%[11.4 µM]	-9%
Cc1ccc(-n2c(=O)c3c(C)c(C(=O)N(C)C)sc3n(CC(=O)N(C)c3ccccc3)c2=O)cc1C	-2%	11%	-0.4%	-13%[10.9 µM]
COc1ccc2nc(NC(=O)c3ccc(Br)s3)sc2c1	u	u	u	-21%
Cc1nnc(NC(=O)CSc2nnc3c(n2)[nH]c2ccccc23)s1	9%	8%	-1.2%	-11%[10.9 µM]
CS(=O)(=O)Nc1ccc2c3c(cccc13)CC2	-5%	0%	-0.1%	-3%
COc1cc(OC)c(NC(=O)CCc2c(C)nc3cc(-c4ccccc4OC)nn3c2C)cc1Cl	-22%	-1%	u	-16%[10.9 µM]
Cc1nn(C(=O)c2cccc(Cl)c2)c(C)c1S(=O)(=O)N1CCOCC1	-5%	-5%	1.9%	-10%[10.9 µM]
Cc1ccc(-c2onc(C)c2C)cc1S(=O)(=O)Nc1ccc(Cl)cn1	-17%	-2%	3.3%	-8%[10.9 µM]
Cc1cc(Cl)nc2ccc(Cc3ccc4nc(Cl)cc(C)c4c3)cc12	7%[9.22 µM]	3%[9.22 µM]	2.9%[11.4 µM]	-2%[10.9 µM]

Reprinted at random: 2 compounds from above
SMILES	p53ts 39C tox	p53ts 32C tox	IkB signaling	Imprint erasure
Cc1ccc(-c2onc(C)c2C)cc1S(=O)(=O)Nc1ccc(Cl)cn1	-17%	-2%	3.3%	-8%[10.9 µM]
Cc1nnc(NC(=O)CSc2nnc3c(n2)[nH]c2ccccc23)s1	9%	8%	-1.2%	-11%[10.9 µM]

(next part)
SMILES	p53ts 39C tox	p53ts 32C tox	IkB signaling	Imprint erasure
CCCn1c(NCc2cccc(OC)c2OC)nc2ccccc21	-23%	-25%	-0.6%	-10%
O=C(c1ccc(Cl)cc1)N(Cc1ccco1)Cc1ccco1	-22%	8%	0.9%	-11%[10.9 µM]
COc1ccc(-c2nc3sc(CCNC(=O)c4ccc(C(C)(C)C)cc4)c(C)n3n2)cc1	-17%	1%	u	-14%[10.9 µM]
CSC1CCCCC1(O)CSc1nc2c(cc1C#N)CCCC2 (stereo not drawn)	6%	10%	9.1%	-6%
COc1ccc(NC(=O)C(NS(=O)(=O)c2cccc3nsnc23)C(C)C)cc1 (stereo not drawn)	5%	10%	0.5%	-10%[10.9 µM]
O=C(NCc1ccc(Cl)cc1)NC1COc2ccccc2C1 (stereo not drawn)	14%	3%	0.1%	6%[10.9 µM]
Cc1nc2nc(CNC(=O)c3cccc(F)c3)nn2c(C)c1CCC(=O)Nc1ccc(F)cc1	7%	0%	3.5%	6%[10.9 µM]
COc1ccccc1CNC(=O)c1ccc2c(c1)N(Cc1cc(C)ccc1C)C(=O)c1ccccc1S2	-9%	7%	1.3%	-20%[10.9 µM]
Cc1ccc(-c2nn(CC(=O)NCCN3CCOCC3)c(=O)c3ccccc23)cc1	10%	17%	2.9%	-9%
COc1ccc(NC(=O)CSc2nc3ccccc3c(=O)n2CCC(=O)NC2CCCCC2)c(OC)c1	-4%	-2%	-2.4%	12%[10.9 µM]
Cc1ccc([C@@]2(C)CC/C(=N/N=C3\CC[C@](C)(c4ccc(C)c(C)c4)c4cc(C)c(C)cc43)c3cc(C)c(C)cc32)cc1C	4%[9.22 µM]	6%[9.22 µM]	-0.1%[11.4 µM]	-2%[10.9 µM]
CCn1c(CSc2nc3ccccc3s2)nnc1SCC(=O)c1ccc2c(c1)OCCO2	-12%	-2%	u	-15%
Cc1nn(CC(=O)Nc2nnc(CC(=O)N3CCCC3)s2)c(=O)c2ccccc12	6%	0%	0.8%	-9%
CCOCCOC(=O)C(C)Sc1n[nH]c(=O)[nH]c1=O (stereo not drawn)	6%	-2%	0.8%	2%
CCCC(c1nnnn1CC(=O)OCC)N(Cc1cc2c(C)cc(C)cc2[nH]c1=O)C1CCCC1 (stereo not drawn)	3%	0%	-0.4%	-10%
CC(C)(C)c1ccc2c(c1)N(CC(=O)NCCCN1CCN(c3ccccc3F)CC1)C(=O)CO2	-13%	2%	u	-13%[10.9 µM]
Cn1c(=O)c(C#N)c(-c2ccccc2)n2cnnc12	0%	-3%	u	6%
CCS(=O)(=O)N1CCC(C(=O)Nc2cc(Cl)ccc2O)CC1	8%	7%	-5.1%	10%
CN(C)c1ccc(NC(=O)Cn2c(SCc3ccc(F)cc3)nc3ccncc32)cc1	u	-22%	5.5%	-3%[10.9 µM]
COc1cccc(C(=O)Nc2cccc(OCc3cc(=O)n4cccc(C)c4n3)c2)c1	-4%	7%	u	-4%[10.9 µM]
COc1ccc(C)cc1S(=O)(=O)N(C)CC(=O)Nc1ccc2c(c1)OCCO2	0%	-1%	3.1%	-25%
O=C(c1ccc(-c2ccccc2)cc1)N1CCC(C(=O)N2CCCC2)CC1	2%	26%	1.6%	-14%
CN(C)c1ccc(/C=c2\sc3nc(-c4ccccc4)nn3c2=O)cc1	-4%	-6%	0.4%	-3%
C=Cc1ccccn1	-10%	15%[1.84 µM]	-0.4%	9%
O=S(=O)(NCc1nc2cccnc2n1Cc1ccc(F)cc1)c1ccc(Cl)s1	u	11%	4.9%	24%[10.9 µM]
CCc1ccc(CNc2ccc3c(c2)ncn3C(C)(C)C)cc1	u	-13%	4.4%	-7%[10.9 µM]
Cc1cccnc1-n1c(CCN2C(=O)c3ccccc3C2=O)nc2ccccc2c1=O	10%	6%	0.5%	-2%
COC(=O)C1C(O)CC[C@H]2CN3CCc4c([nH]c5ccccc45)C3C[C@H]12 (stereo partly drawn)	2%	-3%	x	-18%
NCc1nc2cccnc2n1Cc1ccccc1Cl	21%	-3%	0.4%	-15%[10.9 µM]
COc1ccc(N2CCN(CCCNC(=O)c3sc4ncccc4c3-n3cccc3)CC2)cc1	-15%	-15%	1.4%	-12%[10.9 µM]
COC(=O)c1cnn(-c2ccc(C(=O)Nc3cc(OC)c(OC)c(OC)c3)cc2)c1N	-16%	10%	2.3%	-13%[10.9 µM]
CCOc1ccc(NC(=O)CN2CCN(CC(=O)Nc3ccc(OC)cc3)CC2)cc1	2%&4%	-14%&14%	0.0%	-7%[10.9 µM]
Cc1ccc(C(C)C)c(OCc2nc(-c3nonc3N)no2)c1	-22%	-12%	12%	-26%
CC1(C)CC(=O)C=C(NCCCNC2CCCCC2)C1	7%	5%	-0.4%	4%
CCN1CCN(C(c2ccccc2Cl)c2sc3nc(-c4ccco4)nn3c2O)CC1 (stereo not drawn)	-10%	6%	0.1%	u
CN(C)c1ccc(-c2cncnc2NCc2cccs2)cc1	2%	3%	-1.2%[11.4 µM]	-15%
COc1cc(C2CC(=O)Oc3c2c(=O)[nH]c2ccccc32)cc(OC)c1OC (stereo not drawn)	5%	0%	u	-16%[10.9 µM]
CN(C)c1cc(N)c2ccccc2n1 (tested in a mixture with another compound)	5%	-10%	-0.7%	x
CC(C)Oc1ccc(CNC(=O)Cn2nc(N3CCN(c4ccccc4)CC3)ccc2=O)cc1	-18%	-1%	1.7%	-11%[10.9 µM]
Cc1ccc(S(=O)(=O)NCCCNS(C)(=O)=O)cc1	6%	13%	-3.2%	-13%

Another view of 16 compounds above.
Order of results: p53ts 39C tox | p53ts 32C tox | IkB signaling | Imprint erasure
O=C(c1ccc(-c2ccccc2)cc1)N1CCC(C(=O)N2CCCC2)CC1
 : 2% | 26% | 1.6% | -14%
CN(C)c1ccc(/C=c2\sc3nc(-c4ccccc4)nn3c2=O)cc1
 : -4% | -6% | 0.4% | -3%
C=Cc1ccccn1
 : -10% | 15%[1.84 µM] | -0.4% | 9%
O=S(=O)(NCc1nc2cccnc2n1Cc1ccc(F)cc1)c1ccc(Cl)s1
 : u | 11% | 4.9% | 24%[10.9 µM]
CCc1ccc(CNc2ccc3c(c2)ncn3C(C)(C)C)cc1
 : u | -13% | 4.4% | -7%[10.9 µM]
Cc1cccnc1-n1c(CCN2C(=O)c3ccccc3C2=O)nc2ccccc2c1=O
 : 10% | 6% | 0.5% | -2%
COC(=O)C1C(O)CC[C@H]2CN3CCc4c([nH]c5ccccc45)C3C[C@H]12 (stereo partly drawn)
 : 2% | -3% | x | -18%
NCc1nc2cccnc2n1Cc1ccccc1Cl
 : 21% | -3% | 0.4% | -15%[10.9 µM]
COc1ccc(N2CCN(CCCNC(=O)c3sc4ncccc4c3-n3cccc3)CC2)cc1
 : -15% | -15% | 1.4% | -12%[10.9 µM]
COC(=O)c1cnn(-c2ccc(C(=O)Nc3cc(OC)c(OC)c(OC)c3)cc2)c1N
 : -16% | 10% | 2.3% | -13%[10.9 µM]
CCOc1ccc(NC(=O)CN2CCN(CC(=O)Nc3ccc(OC)cc3)CC2)cc1
 : 2%&4% | -14%&14% | 0.0% | -7%[10.9 µM]
Cc1ccc(C(C)C)c(OCc2nc(-c3nonc3N)no2)c1
 : -22% | -12% | 12% | -26%
CC1(C)CC(=O)C=C(NCCCNC2CCCCC2)C1
 : 7% | 5% | -0.4% | 4%
CCN1CCN(C(c2ccccc2Cl)c2sc3nc(-c4ccco4)nn3c2O)CC1 (stereo not drawn)
 : -10% | 6% | 0.1% | u
CN(C)c1ccc(-c2cncnc2NCc2cccs2)cc1
 : 2% | 3% | -1.2%[11.4 µM] | -15%
COc1cc(C2CC(=O)Oc3c2c(=O)[nH]c2ccccc32)cc(OC)c1OC (stereo not drawn)
 : 5% | 0% | u | -16%[10.9 µM]

The listing continues:
SMILES	p53ts 39C tox	p53ts 32C tox	IkB signaling	Imprint erasure
Cc1nnc(SCc2nc(-c3ccc(Cl)cc3)no2)n1-c1ccc(F)cc1	-20%	-4%	u	-3%[10.9 µM]
CCc1ccc(NC(=O)CCCc2nnc3n(CC(C)C)c(=O)c4sccc4n23)cc1	11%	3%	-0.5%	-8%[10.9 µM]
Clc1ccc(-c2noc(COc3ccccc3)n2)cc1	2%	-10%	2.9%	-11%
COc1ccc(C2CC(=O)N(CC(=O)Nc3ccc(C)c(Cl)c3)c3ccccc3S2)cc1OC (stereo not drawn)	-21%	6%	u	-12%[10.9 µM]
